STK33 inh = human STK33 kinase inhibition | 320,000 compounds, 0.073% hits | AID 2661 | purified STK33, MBP phosphorylation, ADP-Glo luminescence | inhibition, % at 10 µM | Q9BYT3;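 active = inhibition at or above 25%, using the most active replicate where run in duplicate; inactive = inhibition below 25%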
Target sequence (Q9BYT3 whole entry, looked up): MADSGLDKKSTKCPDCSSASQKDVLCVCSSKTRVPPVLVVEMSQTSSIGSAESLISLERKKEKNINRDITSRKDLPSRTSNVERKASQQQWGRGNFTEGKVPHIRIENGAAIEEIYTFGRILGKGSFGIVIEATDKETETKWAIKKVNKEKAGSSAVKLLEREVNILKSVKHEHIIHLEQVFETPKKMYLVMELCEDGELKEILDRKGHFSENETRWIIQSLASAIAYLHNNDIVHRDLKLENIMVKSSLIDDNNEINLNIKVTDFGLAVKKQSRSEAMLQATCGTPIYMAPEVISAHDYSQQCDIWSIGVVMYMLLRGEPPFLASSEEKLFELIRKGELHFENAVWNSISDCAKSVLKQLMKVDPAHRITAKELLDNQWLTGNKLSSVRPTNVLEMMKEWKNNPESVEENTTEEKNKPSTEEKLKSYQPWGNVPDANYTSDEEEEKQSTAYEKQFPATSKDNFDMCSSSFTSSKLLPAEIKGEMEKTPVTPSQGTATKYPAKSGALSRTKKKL
OX1R antag-1 = blocks the human orexin 1 receptor. 330,000 compounds, 1.8% hits. O43613. inhibition, % at 6.6 µM. OX1R-expressing cells, FRET antagonist read-out. AID 485270; in the data active = inhibition mostly above about 38%, no sharp cut-off; inactive = mostly below about 40%;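 also: 0% = agonist challenge alone and 100% = reference antagonist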
Target sequence (O43613 whole entry, looked up): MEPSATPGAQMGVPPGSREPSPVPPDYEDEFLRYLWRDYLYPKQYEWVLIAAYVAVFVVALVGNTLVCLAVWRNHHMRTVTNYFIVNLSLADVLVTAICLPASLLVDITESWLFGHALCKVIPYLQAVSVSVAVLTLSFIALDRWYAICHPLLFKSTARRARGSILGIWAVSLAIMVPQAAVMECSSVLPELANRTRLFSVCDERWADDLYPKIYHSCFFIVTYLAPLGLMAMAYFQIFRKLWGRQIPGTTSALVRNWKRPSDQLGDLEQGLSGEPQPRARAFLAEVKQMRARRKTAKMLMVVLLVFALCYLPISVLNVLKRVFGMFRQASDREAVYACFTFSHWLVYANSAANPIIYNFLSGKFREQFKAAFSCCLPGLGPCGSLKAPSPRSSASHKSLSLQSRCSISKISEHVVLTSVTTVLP
OX1R antag-2 = blocks the human orexin 1 receptor; O43613; CHO/OX1R cells, Fluo-8 calcium fluorescence, orexin A; inhibition, % at 5 µM; 330,000 compounds, 0.43% hits; AID 434989;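 active = inhibition above its plate's threshold, mean inhibition of all tested compounds on the plate plus 3 SD, cut at about 37% in these data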;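 also: 0% = orexin A challenge wells and 100% = SB-334867-A antagonist wells; not every result past the cut was called active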
The depositor's hits bear a star; / = not tested or not shown.

Order of values: STK33 inh	OX1R antag-1	OX1R antag-2
Cc1nc(CN(C)C(=O)c2ccccc2OC2CCN(S(C)(=O)=O)CC2)cs1
    -1.1	17	-3
COC(=O)c1ccc(NC(=O)CCC(=O)c2ccc(F)cc2)cc1
    -1.2	1	-26
Nc1ncnc(Nc2ccc(F)c(Cl)c2)n1
    0.0	7	-5
O=C(Nc1ccccc1)c1cc(S(=O)(=O)N2CCCCC2)ccc1N1CCOCC1
    /	3	-23
CCCCOc1ccccc1-c1cc(C(=O)O)[nH]n1
    -0.2	26	-1
CN1CCN(C(=S)Nc2cc(S(=O)(=O)N3CCOCC3)ccc2Cl)CC1
    1.1	25	-15
COC(=O)C(Cc1c[nH]c2ccccc12)NC(=O)c1ccccc1Br (stereo not drawn)
    -1.9	25	-2
CC1CCN(CCOCCOc2ccc(Br)cc2Cl)CC1
    -1.7	19	-20
O=C1NCCc2c1[nH]c1ccccc21
    3.5	22	-18
O=S(=O)(c1ccccc1)c1nnn2c1nc(NC1CCN(Cc3ccccc3)CC1)c1cc(Cl)ccc12
    0.2	9	-12
O=C(c1ccco1)N1CCN(C(=O)c2cccs2)CC1
    0.1	4	-12
Cc1ccc(-n2nnnc2SCC(=O)Nc2ccc3c(c2)OCCO3)cc1C
    -0.6	27	-22
CC1CCCC(C)N1C(=O)C1CC(c2ccc(F)cc2)=NO1 (stereo not drawn)
    0.5	4	-21
C=CCOc1cccc(C2/C(=C(\O)c3ccc4c(c3)OCCO4)C(=O)C(=O)N2CCN2CCOCC2)c1 (stereo not drawn)
    1.1	5	-18
O=C(Nc1ccncc1)Nc1ccncc1
    0.8	3	3
Cc1ccc(NC(=O)CN(C)C(=O)C2COc3ccccc3O2)cc1 (stereo not drawn)
    -2.4	10	-29
Oc1ccc(-c2cccc(-c3ccc(O)cc3)n2)cc1
    -0.3	35	8
COc1ccc(OC)c(S(=O)(=O)Nc2cc(C(=O)O)ccc2N2CC3CC(C2)c2cccc(=O)n2C3)c1 (stereo not drawn)
    -2.7	10	-14
CC(C)N(Cc1cc2ccccc2[nH]c1=O)C(=O)c1ccco1
    1.5	8	-27
Cc1ccc(-c2nc(N)sc2CC(=O)OCC(=O)NCCC(C)C)cc1
    -0.5	20	-29
Cn1c(SCc2ccc(Br)cc2)nnc1-c1ccncc1
    -1.5	-5	2
O=C(OCc1ccccc1)c1cccc(-c2nnn(Cc3ccccc3)n2)c1
    -0.6	13	1
O=C(c1cc2ccccn2n1)N1CCN(c2ccccn2)CC1
    -0.1	10	-17
CNC(=O)c1cccn1-c1ccsc1C(=O)OC
    -4.1	1	-4
COc1ccc(C(=O)NCC(=O)N/N=C/C(C)=C/c2ccco2)cc1OC
    -1.0	19	-12
COc1ccc(-c2cnnc(N/N=C/c3ccc(O)c(O)c3)n2)cc1
    2.5	75*	-8
O=C(Cc1nc2ccccc2[nH]1)c1ccc(Cl)cc1
    -0.6	5	-9
CC(=O)N(C)N1c2ccccc2CCc2ccccc21
    -0.6	13	-9
c1ccc2cc(CN3CCOCC3)ccc2c1
    -0.2	6	-8
CC(=O)Nc1ccc(S(=O)(=O)N(Cc2ccccc2)c2ccccc2F)cc1
    -1.7	63*	38

Additional entries:
Order of values: STK33 inh	OX1R antag-1	OX1R antag-2
CCOc1cc(C(=O)N2CCOCC2)ccc1OCc1ccccc1
    -0.6	14	-3
COc1ccc2c(c1)C(c1ccc([N+](=O)[O-])cc1)=NNC(c1ccco1)=N2
    -0.7	33	-1
O=C(COC(=O)c1ccccc1NC(=O)c1ccccc1)c1ccc([N+](=O)[O-])cc1
    -0.6	13	-19
COc1ccccc1CN(C)C(=O)c1cccc(S(=O)(=O)N2CCN(Cc3ccccc3)CC2)c1
    0.1	8	-30
Cc1ccccc1-n1c(=O)/c(=C\c2ccco2)s/c1=C(/C#N)C(=O)Nc1ccccc1
    -0.5	12	-21
O=C(COC(=O)C1CCN(S(=O)(=O)c2ccccc2)CC1)NCCc1ccccc1
    0.5	8	-10
CSc1ccccc1C(=O)NC1CCCN(c2ccc(C(F)(F)F)cn2)C1 (stereo not drawn)
    0.5	16	-8
CCOC(=O)c1c(NC(=O)CSC(=S)N(C)C)sc(C)c1C
    /	18	-19
O=c1c2cc(Br)ccc2nc(-c2cccc(C(F)(F)F)c2)n1O
    -1.0	39	20
CC1CCCN(S(=O)(=O)c2ccc3c(c2)c(=O)nc2ccc(Cl)cn23)C1 (stereo not drawn)
    -1.2	2	-37
Cn1c(=O)oc2cc(S(=O)(=O)NCc3ccco3)ccc21
    0.4	9	-11
O=S(=O)(/N=C(/Nc1ccccc1)C(F)(F)F)c1ccccc1
    -0.3	12	-40
Cc1cc(C)cc(NC(=O)Nc2ccccc2N2CCCCC2)c1
    -0.2	5	-32
COc1ccccc1NC(=O)COc1ccc(Br)cc1CO
    -1.1	17	-14
CCN1CCCC1CNC(=O)CS(=O)(=O)Cc1nc(-c2ccccc2C)oc1C (stereo not drawn)
    -0.8	-6	-30
Cc1cnc(C(=O)NC2CC(C)(C)Cc3c2cnn3-c2ccccc2)cn1 (stereo not drawn)
    -0.4	14	-13
CCn1nc(C)c(CN2CCC(C(=O)Nc3cccc(-c4cccc(Cl)c4)c3)CC2)c1C
    -0.3	1	-28
CCOCCCn1c(=O)c(NC(=O)c2ccc(OCC)cc2)c2n(c1=S)CCCCC2
    -1.0	1	-15
CCCCOc1ccc(C(=O)NCC(=O)NCc2ccccn2)cc1
    -0.9	15	-15
CC(OC(=O)CCSc1ccccc1)C(=O)Nc1ccc(S(N)(=O)=O)cc1 (stereo not drawn)
    /	27	-6
Cc1ccc(S(=O)(=O)N2CCCCC2C(=O)Nc2ccc(N(C)C)cc2)cc1 (stereo not drawn)
    -0.9	10	-33
CC(C)N(C(=O)CSc1nc2ccccc2n1Cc1ccccc1)C(C)C
    -0.9	32	-33
O=C(/C=C/c1ccc(Cl)cc1)NC1CCS(=O)(=O)C1 (stereo not drawn)
    -0.4	18	-3
CC1CC1C(=O)N(C)CC(=O)Nc1ccccc1Br (stereo not drawn)
    -0.5	0	-10
Cc1ccc(C(=O)CNc2ccc(Cl)cc2)cc1
    -2.0	18	-8
Cc1ccccc1OCc1nc2ccccc2c(=O)n1NC(=O)c1ccco1
    0.1	25	-26
CCOC(=O)CC1C(=O)NCCN1C(=O)c1c(Cl)cccc1Cl (stereo not drawn)
    -0.3	-5	3
COc1ccccc1/C=C1\SC(=S)N(CCC(=O)NNC(=O)c2ccccc2OC)C1=O
    -0.6	9	-27
Cc1ccc(OCC(=O)NNC(=O)c2ccc(NC(=O)C3CC3)cc2)c(C)c1
    2.4	30	-22
CCCCn1c(Cc2ccccc2)nnc1SCC(=O)N1CCOCC1
    -2.9	20	-25

Structural class, the entries above with a nitro group on carbon
Order of values: STK33 inh	OX1R antag-1	OX1R antag-2
COc1ccc2c(c1)C(c1ccc([N+](=O)[O-])cc1)=NNC(c1ccco1)=N2
    -0.7	33	-1
O=C(COC(=O)c1ccccc1NC(=O)c1ccccc1)c1ccc([N+](=O)[O-])cc1
    -0.6	13	-19

The list goes on.
Order of values: STK33 inh	OX1R antag-1	OX1R antag-2
Cc1ccccc1-c1nc(CS(=O)(=O)CC(=O)NCCCN2C(C)CCCC2C)c(C)o1 (stereo not drawn)
    1.2	17	-12
CN(C)c1ccc(C2Nc3ccccc3C(=O)N2CCCN2CCOCC2)cc1 (stereo not drawn)
    0.3	8	-24
COc1cccc(N=C(N)N=C(N)N)c1
    -0.6	5	-6
O=C(CN1CCOCC1)Nc1ncc(Cc2cccc(Cl)c2Cl)s1
    -0.4	8	-28
c1ccc(-c2noc(CCC3CCCC3)n2)cc1
    -0.7	9	-10
O=C(O)C1=C[C@@H](c2ccc(C(F)(F)F)cc2)C[C@@H](OCCCCO)O1
    -1.0	6	-9
COc1cccc(NC(=S)N(CCCN2CCCC(C)C2)Cc2cccs2)c1 (stereo not drawn)
    -0.6	32	-26
O=C(NCc1cccnc1)c1cccc(S(=O)(=O)N2CCCCC2)c1
    0.4	7	-9
CSc1ccc(/C=N/NC(=O)CN2CCN(Cc3ccccc3)CC2)cc1
    0.4	14	4
O=C(NC1CCCC1)C(c1ccco1)N(C(=O)c1csnn1)c1ccccc1 (stereo not drawn)
    -0.8	20	-17
CCNC(=O)N1c2ccc(OC)cc2C(C)=CC1(C)C
    -0.3	13	-20
CC(Sc1nnc(-c2ccco2)n1C)C(=O)N1C(C)CCCC1C (stereo not drawn)
    0.6	15	-25
O=C(Cn1c(C(F)(F)F)nc2ccccc21)OCC(=O)c1c[nH]c2ccccc12
    0.8	12	-9
CCOC(=O)c1ccc(NC(=S)Nc2cccc(C)n2)cc1
    -3.3	16	-18
Cc1ccc(Cn2ncc3c(NCCCN4CCOCC4)ncnc32)cc1
    -0.5	6	-8
COc1ccc(CNC(=O)CN(Cc2ccc(F)cc2)C(=O)c2csnn2)cc1
    /	6	-23
COc1cccc(NC(=O)c2ccc(CN3CCc4ccccc4C3)cc2)c1
    -0.3	8	-18
O=CN1CCN(S(=O)(=O)c2ccc(S(=O)(=O)NC3CCCCC3)cc2)CC1
    -1.0	13	-5
Cc1nnc(NC(=O)CSCc2c(C)noc2C)s1
    0.3	18	-2
CCN1C(=O)/C(=C/C=C2/Sc3ccc4ccccc4c3N2CCO)SC1=S
    0.5	15	-2
Cc1cc(C(=O)NNc2ccccc2F)no1
    -0.3	6	1
COc1cccc(C2=NO[C@@H]3C(=O)N(c4ccc5c(c4)OCCO5)C(=O)[C@H]23)c1OC
    -2.4	7	-27
COc1ccc(C(=O)O/N=C(\N)c2ccccc2)cc1
    26*	-3	-20
O=C(NCc1cccnc1)Nc1cccc(Cl)c1Cl
    2.1	17	1
Cc1cccc(N/C(=N\S(=O)(=O)c2ccccc2)C(F)(F)F)c1
    0.5	16	-1
CCCN(CC(=O)Nc1ccccc1C)C(=O)c1ccc(N2CCCCCC2)c([N+](=O)[O-])c1
    0.1	4	-25
CCC[C@@H](CN1CCC[C@H]1CN1C(N)=NC[C@H]1CC(C)C)N1C[C@@H]([C@H](C)CC)N(CCc2ccc(Cl)c(Cl)c2)C1=N
    /	3	25
CCc1nc(NCc2ccco2)c2oc3ccccc3c2n1
    3.5	31	-38
COc1c(O)c(O)c2oc(-c3ccccc3)cc(=O)c2c1OC
    2.5	17	-9
CCN1CCN(c2ccc(S(=O)(=O)N3CCCCC3)cc2NC(=O)c2cccc(F)c2)CC1
    -1.1	7	-18

6 entries drawn at random from those above:
Order of values: STK33 inh	OX1R antag-1	OX1R antag-2
CCC[C@@H](CN1CCC[C@H]1CN1C(N)=NC[C@H]1CC(C)C)N1C[C@@H]([C@H](C)CC)N(CCc2ccc(Cl)c(Cl)c2)C1=N
    /	3	25
O=C(Cn1c(C(F)(F)F)nc2ccccc21)OCC(=O)c1c[nH]c2ccccc12
    0.8	12	-9
O=CN1CCN(S(=O)(=O)c2ccc(S(=O)(=O)NC3CCCCC3)cc2)CC1
    -1.0	13	-5
CN(C)c1ccc(C2Nc3ccccc3C(=O)N2CCCN2CCOCC2)cc1 (stereo not drawn)
    0.3	8	-24
COc1cccc(N=C(N)N=C(N)N)c1
    -0.6	5	-6
CCCN(CC(=O)Nc1ccccc1C)C(=O)c1ccc(N2CCCCCC2)c([N+](=O)[O-])c1
    0.1	4	-25

Ordered by number of heavy atoms (low to high): some entries from above
Order of values: STK33 inh	OX1R antag-1	OX1R antag-2
Cc1nnc(NC(=O)CSCc2c(C)noc2C)s1
    0.3	18	-2
COc1cccc(NC(=O)c2ccc(CN3CCc4ccccc4C3)cc2)c1
    -0.3	8	-18
COc1cccc(C2=NO[C@@H]3C(=O)N(c4ccc5c(c4)OCCO5)C(=O)[C@H]23)c1OC
    -2.4	7	-27

Additional results.
Order of values: STK33 inh	OX1R antag-1	OX1R antag-2
Cc1ccc(NC(=O)c2ccc(OC(=O)COc3cccc(Cl)c3)cc2)cc1
    0.5	8	-7
O=C(O)C(Cc1ccccc1)N1C(=O)/C(=C/c2cccc3ccccc23)SC1=S (stereo not drawn)
    -0.8	4	0
COC(=O)Cn1ccc2cc(S(=O)(=O)N3CCCCCC3)ccc21
    -0.2	23	-10
C#CCOCCOCCOCCNc1nc(N2CCN(C(=O)Cn3cc(CCCN=C(N)N)nn3)CC2)nc(N2CCN(C(=O)[C@H](CCCCN)n3cc(CCCC)nn3)CC2)n1
    -1.2	30	4
COc1ccc2c(c1)OC[C@H]1[C@H]2N2C(=O)c3cc(C)ccc3NC(=O)[C@@]2(C)[C@H]1c1ccccc1
    0.0	-1	-27
COc1c(O)ccc(/C=N\NC(=O)c2ccc3c(c2)OCO3)c1[N+](=O)[O-]
    -0.9	16	-18
CN(c1ccccc1)S(=O)(=O)c1ccc(C(=O)N2CCc3ccccc3C2)cc1
    0.2	10	-20
COc1ccc(OC(C)C(=O)N(C)Cc2nc(-c3cccc(C)c3)no2)cc1 (stereo not drawn)
    1.4	17	-33
CCN(CC)C(=O)Oc1ccc2cc(Br)ccc2c1
    -3.9	18	-25
NC(=O)Nc1ccc(C(=O)OCC(=O)Nc2ccc(Cl)cn2)cc1
    -0.5	3	-6
CC1CCN(C(=O)CCCOc2cc(=O)n(C)c3ccccc23)CC1
    2.0	11	-36
CC1C(=O)Nc2ccccc2N1C(=O)c1ccc(Cl)cc1 (stereo not drawn)
    -0.4	10	-20
O=[N+]([O-])c1ccc2c(c1)C(N1CCOCC1)/C(=C/COc1ccc3ccccc3c1Br)O2 (stereo not drawn)
    0.3	18	-19
O=C(COc1coc(CN2CCN(c3ccc(F)cc3)CC2)cc1=O)NCC1CCCO1 (stereo not drawn)
    -1.7	9	-17
O=[N+]([O-])c1cc(C=Nc2ccc3ccccc3c2)ccc1Br
    0.1	64*	0
Brc1ccc(-c2nnc3ccc(Nc4ccccc4)nn23)cc1
    0.0	30	-3
